BioA inh = blocks M. tuberculosis BioA enzyme activity; purified M. tuberculosis BioA enzyme, plate reader; inhibition, % at 9.99 µM; 0.096% of 360,000 active; AID 602481; in the data active means inhibition above about 40%
BH1578 lux ind = induces V. cholerae light production without autoinducers. V. cholerae BH1578 lux reporter, luminescence, 6 h. activation, % at 18.7 µM. 0.16% of 350,000 active. AID 588436; in the data active means activation mostly above about 9.7%, no sharp cut-off; further: not every result past the cut was called active; inactives centre near 0; reference of the scale not given here
UGM FP inh = Mtb UDP-galactopyranose mutase inhibition. P9WIQ1. purified UGM, fluorescence polarization probe displacement. inhibition, % at 10 µM. 0.06% of 320,000 active. AID 504406; in the data active means inhibition above about 10%, passing the limit was not always enough
Target sequence (P9WIQ1 whole entry, looked up): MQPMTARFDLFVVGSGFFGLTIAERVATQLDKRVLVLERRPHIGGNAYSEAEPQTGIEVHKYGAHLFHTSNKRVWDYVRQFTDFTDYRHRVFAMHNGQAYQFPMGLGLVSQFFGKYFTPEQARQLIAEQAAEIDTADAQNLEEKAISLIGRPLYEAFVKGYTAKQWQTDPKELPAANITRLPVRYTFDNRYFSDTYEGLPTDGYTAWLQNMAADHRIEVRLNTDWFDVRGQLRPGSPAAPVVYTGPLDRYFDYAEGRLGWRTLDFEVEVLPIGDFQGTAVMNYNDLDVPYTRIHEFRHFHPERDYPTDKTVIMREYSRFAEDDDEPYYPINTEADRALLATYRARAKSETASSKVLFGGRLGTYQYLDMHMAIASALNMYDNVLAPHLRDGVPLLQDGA
PfHsp40 yeast = restores yeast growth despite PfHsp40 toxicity; S. cerevisiae expressing PfHsp40, growth rescue, ATP luminescence; growth rescue, % at 12.5 µM; 0.68% of 340,000 active; AID 504582; in the data active means growth rescue above about 28%, passing the limit was not always enough;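 further: yeast W303a lacking pdr1 and pdr3 grown in galactose medium; growth measured after three days at 30 °C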
Yp Topo-I inh = inhibitors of Yersinia pestis topoisomerase I | Y. pestis Topo-I cleavage product accumulation, plate reader | 0.064% of 360,000 active | activity, % at 10 µM; in the data active means activity above about 50%, passing the limit was not always enough; further: inactives centre near 2
GDH-TPI inh = GDH-TPI coupled enzyme inhibition counter-screen; GDH-TPI coupled enzyme counterscreen, NADH absorbance; inhibition, % at 4.8 µM; 1.2% of 360,000 active; in the data active means inhibition above about 30%;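 further: 0% = DMSO wells and 100% = wells lacking the enzyme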
TcdB GH inh = blocks C. difficile toxin B glycohydrolase activity. P18177. TcdB glycohydrolase enzymatic assay, plate reader. 0.24% of 350,000 active. inhibition, % at 9.99 µM; in the data active means inhibition above about 10%
FBA Mtb inh = inhibits M. tuberculosis FBA enzyme | P9WQA3 | purified M. tuberculosis FBA, fluorescence read-out | inhibition, % at 1 µM | 2.3% of 360,000 active | AID 588726; in the data active means inhibition above about 27%;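 further: 0% = vehicle and 100% = reference inhibitor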
Target sequence (P9WQA3 whole entry, looked up): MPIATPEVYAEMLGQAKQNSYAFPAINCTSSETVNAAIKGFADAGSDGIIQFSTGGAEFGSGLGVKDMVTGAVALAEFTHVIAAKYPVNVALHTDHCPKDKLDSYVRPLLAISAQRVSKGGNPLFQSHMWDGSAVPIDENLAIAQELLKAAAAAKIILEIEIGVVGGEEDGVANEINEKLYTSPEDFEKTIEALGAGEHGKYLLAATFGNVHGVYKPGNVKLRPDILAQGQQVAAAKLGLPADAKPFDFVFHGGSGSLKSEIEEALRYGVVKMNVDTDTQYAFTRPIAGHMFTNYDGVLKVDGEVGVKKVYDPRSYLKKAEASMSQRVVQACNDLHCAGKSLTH
FadD28 binding = inhibitors of Mycobacterium tuberculosis FadD28 bisubstrate binding | FadD28 bisubstrate probe binding, fluorescence polarization | inhibition, % at 12.5 µM | 0.22% of 360,000 active | AID 588549; in the data active means inhibition above about 8.5%, passing the limit was not always enough
Starred values were filed as active, the others as inactive; i = inactive; / = no result given; & = joins results of further samples.

Molecule	BioA inh	BH1578 lux ind	UGM FP inh	PfHsp40 yeast	Yp Topo-I inh	GDH-TPI inh	TcdB GH inh	FBA Mtb inh	FadD28 binding
CCCCCCCCNC(=O)CC(NS(=O)(=O)c1ccc(NC(C)=O)cc1)C(C)C (stereo unspecified)	1.0	-0.2	0.7	-0.7	6	11	/	-1	1.1
CCOC(=O)N1CCN(C(=O)Cc2ccc(-n3c(=O)[nH]c4ccccc4c3=O)cc2)CC1	-0.6	3.2	2.1	15	6	2	/	5	-0.3
Cc1noc(C)c1COC(=O)CCCOc1ccc(Cl)cc1Cl	-1.3	-6.7	0.4	2.2	61*	0	/	2	-1.0
CC(NC(=O)COC(=O)c1ccc(Br)o1)c1ccccc1 (stereo unspecified)	-0.2	-0.9	/	-1.8	-3	5	0.0	5	-0.6
Cc1[nH]c2ccccc2c1C(c1ccncc1)N1CCCCC1 (stereo unspecified)	/	i	1.6	0.4	2	1	1.0	2	0.7
CCN(CC)C(=O)COc1ccc(-c2nnc(N3CCCCC3)c3ccccc23)cc1	11	-1.5	-0.2	0.0	34	13	/	1	1.6
CCCCC[C@H](O)/C=C/C1C(=O)C=C[C@H]1C/C=C\CCCC(=O)OC (stereo partly specified)	9.4	1.4	/	2.4	33	-1	-7.3	-5	-2.1
COc1cccc(/C=N/N2CCN(c3ccccc3OC)CC2)c1	-0.6	-0.4	1.0	2.7	-2	3	/	-3	0.3
CCOc1ccc(NC(=O)COC(=O)c2cc(C)oc2C)cc1	2.6	-1.4	0.0	-0.7	4	7	0.8	3	-0.8
Cc1nc(C)c(C(=O)C2=C(O)C(=O)N(CCN(C)C)C2c2ccco2)s1 (stereo unspecified)	/	-0.5	1.8	0.1	3	7	-1.4	-2	-0.9
CCn1c(SC(C)C)nnc1C1CCN(S(=O)(=O)c2ccc(OC)cc2)CC1	0.6	1.9	-1.0	0.7	23	-9	/	-2	-2.7
O=C(NC1CCCCC1)C(c1ccc2ncccc2c1)N(Cc1ccc(F)cc1)C(=O)c1cccs1 (stereo unspecified)	-0.6	-0.3	-0.1	-0.6	13	10	/	-3	-3.7

An excerpt of these results, with values under each structure.
Under each structure: BioA inh | BH1578 lux ind | UGM FP inh | PfHsp40 yeast | Yp Topo-I inh | GDH-TPI inh | TcdB GH inh | FBA Mtb inh | FadD28 binding
> CCn1c(SC(C)C)nnc1C1CCN(S(=O)(=O)c2ccc(OC)cc2)CC1
→ 0.6 | 1.9 | -1.0 | 0.7 | 23 | -9 | / | -2 | -2.7
> CC(NC(=O)COC(=O)c1ccc(Br)o1)c1ccccc1 (stereo unspecified)
→ -0.2 | -0.9 | / | -1.8 | -3 | 5 | 0.0 | 5 | -0.6

New compounds follow
Molecule	BioA inh	BH1578 lux ind	UGM FP inh	PfHsp40 yeast	Yp Topo-I inh	GDH-TPI inh	TcdB GH inh	FBA Mtb inh	FadD28 binding
Cc1ccc2nc(Nc3ccc(Cl)cc3)c3nncn3c2c1	-0.9	-0.4	-2.6	1.4	-1	9	1.1	6	-2.6
CCOC(=O)Cn1nc(/C=C/c2ccc(C)cc2)ccc1=O	1.7	i	-0.4	0.1	3	16	/	15	0.3
O=c1[nH]c(=S)[nH]c(O)c1N=Nc1cccc(S(=O)(=O)N2CCOCC2)c1	/	i	4.8	-0.3	-3	19	0.1	-7	-0.8
COc1ccc(Br)cc1C(=O)N/N=C/c1ccc2c(c1)n(C)c(=O)n2C	0.2	-0.3	0.8	1.9	20	20	-0.1	-2	-5.3
NC(=O)NCC12CC3CC(CC(C3)C1)C2	-1.5	/	-1.2	-1.6	4	-1	/	2	0.4
Cc1cccc(OCC(=O)NC(=S)NNC(=O)c2ccncc2)c1	-1.2	-0.3	-2.1	0.3	-13	0	-0.4	3	-1.8
Cn1c(SCCN2CCCC2)nnc1C1CCN(S(=O)(=O)c2cccc(F)c2)CC1	0.7	-0.2	0.9	-1.5	4	-9	0.4	-1	-3.3
COc1ccccc1CN(C)C(=O)CN1CCN(S(=O)(=O)c2ccc3c(c2)OCCCO3)CC1	0.8	-2.6	-0.8	1.1	25	5	2.2	1	0.5
Cc1ccnc(NC(c2ccncc2)c2c(C)[nH]c3ccccc23)c1 (stereo unspecified)	/	-0.3	0.1	1.2	0	-4	/	-2	-3.5
CCCc1ccc(OCc2nc(-c3ccc(NC(=O)c4cccs4)cc3)no2)cc1	-0.7	-0.2	-0.2	1.3	-15	1	/	-3	-2.3
O=[N+]([O-])c1ccccc1Oc1ccccc1Cl	/	i	1.1	1.2	-3	4	-4.2	-2	-4.6
CC1(C)Cc2nc3oc4c(=O)n(CC(=O)Nc5cccc(Cl)c5)cnc4c3cc2CO1	-3.6	-0.4	3.7	0.0	7	7	0.2	-2	-0.5
COc1ccc(-c2coc3c(C(=O)Nc4cccnc4)cccc23)c(C)c1	7.2	0.3	/	/	36	-19	0.4	1	-18
O=C(NC(Cc1c[nH]c2ccccc12)C(=O)O)c1ccc2c(c1)OCO2 (stereo unspecified)	-0.2	-0.8	2.0	-0.4	3	-1	-1.1	2	-0.7
Cc1cccc(Oc2ncnc3onc(C)c23)c1	0.7	i	0.1	1.2	5	3	/	1	-2.7
COc1cc2c(c(OC)c1OC)-c1ccc(SC)c(=O)cc1C(NC(=O)C(F)(F)F)CC2 (stereo unspecified)	/	i	/	-0.5	0	10	-0.4	-1	-2.3
COc1ccc(S(=O)(=O)Nc2cc(C)on2)cc1	-0.6	-6.2	-1.9	-0.3	0	3	1.5	-1	-2.6
Clc1ccc(/C=N/c2c(-c3ccc(Cl)cc3)nc3n2CCS3)cc1	-1.6	-3.4	-2.7	-1.3	-10	11	/	-1	0.8
CC1C(=O)N2CCCc3cc(NC(=O)c4ccccc4F)cc1c32 (stereo unspecified)	-0.5	-0.2	1.4	-0.1	-5	-2	1.4	2	-0.3
Cc1cc(C(=O)CSc2ncccn2)c(C)n1Cc1ccco1	3.8	-0.4	-0.5	0.6	1	-1	1.2	-2	-4.0
O=C(Cc1n[nH]c(=O)c2ccccc12)Nc1cc(C(F)(F)F)ccc1-n1cncn1	-0.6	-2.9	/	-1.2	-12	-18	4.0	-2	-3.4
Cc1cccc(C)c1NC(=O)CCS(=O)(=O)c1ccc(Br)cc1	-1.8	-1.1	2.0	-0.7	-4	-6	1.7	1	-1.2
CCN(CC)c1nc(Oc2ccc(C(=O)NN)cc2)nc(Oc2ccc(C(=O)NN)cc2)n1	/	i	-1.0	-1.4	34	13	0.4	3	-6.3
CC1(C)C(=O)Nc2ccccc2N1C(=O)COC(=O)c1cc(S(=O)(=O)N2CCOCC2)ccc1F	/	i	-0.7	0.4	9	-5	1.8	-4	-9.1

2 of the compounds above, field by field.
SMILES: COc1ccc(S(=O)(=O)Nc2cc(C)on2)cc1
  BioA inh = -0.6; BH1578 lux ind = -6.2; UGM FP inh = -1.9; PfHsp40 yeast = -0.3; Yp Topo-I inh = 0; GDH-TPI inh = 3; TcdB GH inh = 1.5; FBA Mtb inh = -1; FadD28 binding = -2.6
SMILES: Cc1cccc(Oc2ncnc3onc(C)c23)c1
  BioA inh = 0.7; BH1578 lux ind = i; UGM FP inh = 0.1; PfHsp40 yeast = 1.2; Yp Topo-I inh = 5; GDH-TPI inh = 3; TcdB GH inh = /; FBA Mtb inh = 1; FadD28 binding = -2.7

Next section.
Molecule	BioA inh	BH1578 lux ind	UGM FP inh	PfHsp40 yeast	Yp Topo-I inh	GDH-TPI inh	TcdB GH inh	FBA Mtb inh	FadD28 binding
O=C(COC(=O)c1ccccc1Br)NC1CCCC1	0.3	5.6	-0.2	-0.5	5	-3	2.6	5	-1.9
CC(C)(C)c1ccc(C2SCC(=O)N2c2cccc(C(=O)O)c2)cc1 (stereo unspecified)	-1.6	i	0.0	-1.1	-1	-2	-1.8	0	-4.1
CC(=O)Nc1ccc(S(=O)(=O)NCC2CCCO2)cc1 (stereo unspecified)	-0.8	-0.5	-1.2	-1.6	-4	-8	1.3	-3	-3.2
O=C(NC1CCN(Cc2ccccc2)CC1)c1cccc(S(=O)(=O)Nc2cc(C(F)(F)F)ccc2Cl)c1	3.2	0.1	-1.5	-0.8	11	4	/	-2	-2.1
Cc1ccc(Cl)cc1NC(=S)NCc1cccn1C	/	-0.2	-3.2	1.0	-2	-5	/	0	-2.8
Cn1c(=O)c([N+](=O)[O-])c(NCC(O)c2ccccc2)c2ccccc21 (stereo unspecified)	/	-0.3	-1.6	-1.1	-10	11	/	-3	-1.0
CC(C)(C)C(=O)Nc1ccccc1C(=O)NCc1ccco1	-2.4	i	1.6	-0.1	1	-2	/	0	-1.5
O=C(O)CCC(=O)N1CCN(c2ccccn2)CC1	/	i	-0.1	0.8	0	-3	/	9	-4.3
CC(C)(C)NC(=O)C(c1ccc(O)cc1)N(C(=O)CCC(=O)Nc1nccs1)c1cccc(F)c1 (stereo unspecified)	/	1.5	1.2	-0.7	7	-2	0.3	7	-3.4
CN(C)C(=O)C1Cc2ccccc2CN1S(=O)(=O)c1cccs1 (stereo unspecified)	/	-0.3	1.5	-0.4	13	0	-1.5	0	-0.4
Cc1noc2ncnc(Oc3cc(Cl)ccc3Cl)c12	/	1.6	1.7	-0.1	-4	6	1.0	6	0.1
COc1cccc(CNC(=O)C2CCN(S(=O)(=O)c3ccc4c(c3)NC(=O)C(C)S4)CC2)c1 (stereo unspecified)	2.8	i	-0.3	-0.2	34	7	-0.4	-1	-4.2
COc1ccc2c(c1)CC/C(=C/c1cc(OC)c(OC)c(OC)c1)C2=O	/	0.4	-0.3	-0.9	22	15	0.1	-3	-1.8
CCOc1cccc(N2CCN(CCNC(=O)Nc3ccc(C)cc3)CC2)c1C	-2.2	i	-1.8	-1.1	13	4	1.8	1	-3.3
O=C(COc1ccccc1)NNc1nc2ccccc2s1	-1.1	-0.4	-0.8	0.4	-7	20	-1.4	-4	-0.2
Cc1cnc(C(=O)OCC(=O)N(C)CC(=O)Nc2ccccc2Cl)cn1	/	-0.4	-0.6	1.1	4	0	-0.1	-2	0.2
CC(=O)SC1CC(=O)C=C2CCC3C4CCC(=O)OC4(C)CCC3C21C (stereo unspecified)	34	7.1	/	1.7	0	0	0.9	0	-1.9
Cn1c(N)c(C(=O)COC(=O)c2ccc(Br)o2)c(=O)n(C)c1=O	0.8	/	-1.5	-0.1	1	-4	-0.3	5	0.4
CCOCCCn1c(=S)[nH]c2cc(C(=O)NC3CCCCC3C)ccc2c1=O (stereo unspecified)	0.1	-0.5	4.2	0.7	0	7	0.7	0	-1.1
CC1CCN(C(=O)COc2ccc(S(=O)(=O)N3CCCC3)cc2)CC1	0.9	-0.3	1.6	1.2	14	-7	1.5	0	-2.4
COc1cccc(OC)c1C1=NCC(=O)Nc2c1oc1ccc(Br)cc21	4.9	-0.3	0.3	0.6	32	18	1.0	1	-2.2
CCCC12CN3CCN(CC(C3)/C1=N\NC(=O)c1ccccc1N)C2	1.5	-0.7	/	-0.4	-9	-6	/	7	-2.7
CC1(C(=O)O)CCC(C(=O)Nc2ccc(Cl)c(Cl)c2)C1(C)C (stereo unspecified)	-0.6	-0.3	-0.5	-0.5	-19	-8	-0.1	-2	-3.2
CC(=O)N1CCN(Cc2nc3cc(NC(=O)Cn4nc(C)c5ccccc5c4=O)ccc3n2C)CC1	-0.1	3.7	-3.7	-0.6	8	3	/	-3	-3.6
NC(=O)NC(Cc1ccccc1)c1ccccc1 (stereo unspecified)	0.0	i	/	-1.5	6	0	0.9	4	-11
COC(=O)c1sc(NC(=O)COc2c(C)cccc2C)nc1C	/	-1.4	-2.7	4.1	12	1	2.2	-1	-2.0
O=C(NCCCCO)c1ccc2c3c(cccc13)CC2	/	-0.2	-0.6	-0.1	-2	7	0.0	64*	-2.3
COc1ccc(C)cc1NC(=O)CNC(C)C(=O)Nc1cc(Cl)ccc1Cl (stereo unspecified)	/	3.7	-3.0	1.0	7	3	3.3	4	-1.3
C[C@@H]1CN([C@@H](C)CO)C(=O)CCCn2nncc2CO[C@@H]1CN(C)S(=O)(=O)c1cccc(C#N)c1	-0.3&-3.8	i	/	/	2	0	0.3&-0.2	-3	-4.8
c1coc(-c2nn3c(Cn4nnc5ccccc54)nnc3s2)c1	0.2	-0.3	0.4	0.6	-3	-3	/	3	-3.8
Cc1cccc(-c2nc(=S)c3c(o2)CCCC3)c1	-0.1	i	-0.6	-0.1	-2	14	/	4	-1.8
CC1(C(=O)NCc2ccccc2)Cc2c(-c3cccc(C(N)=O)c3)ccnc2O1 (stereo unspecified)	12	1.0	/	/	4	-5	1.7	-1	-2.8
Cc1cccc(C)c1OCC(=O)N/N=C/c1ccncc1	/	i	-0.2	0.1	-2	6	0.9	3	-2.3
